PAFAH2 FP inh – PAFAH2 enzyme inhibitors, primary screen, biochemical, fluorescence polarization, human. Platelet-activating factor acetylhydrolase 2, cytoplasmic (Homo sapiens), Q99487. hit rate 0.99% among 340,000. recombinant PAFAH2, FP-rhodamine activity probe. inhibition, % at 3.39 µM;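 active means inhibition above the mean over all tested compounds plus 3 SD, cut at about 30% in these data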;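 further: inhibitors block probe labeling of enzyme so polarization drops; 0% = enzyme with DMSO and 100% = wells lacking PAFAH2 protein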
LYPLA1 inh – LYPLA1 inhibitors, primary screen, counter-screen for PME1 inhibitor project, biochemical, fluorescence polarization, FP-Rh probe ABPP; recombinant LYPLA1; inhibition, % at 5.9 µM; hit rate 0.16% among 320,000;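 active means inhibition above the mean of all tested compounds plus 3 SD, set per campaign, cut at about 14% in these data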;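 further: inhibitors block serine hydrolase probe labeling of LYPLA1 so polarization falls; 0% = enzyme with DMSO and 100% = wells lacking LYPLA1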
PAFAH1B2 FP inh – PAFAH1B2 enzyme inhibitors, primary screen, biochemical, fluorescence polarization, human; hit rate 1.2% among 340,000; inhibition, % at 3.39 µM; recombinant PAFAH1B2, FP-rhodamine activity probe; Platelet-activating factor acetylhydrolase IB subunit alpha2 (Homo sapiens), P68402;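 active means inhibition above the mean of all tested compounds plus 3 SD, cut at about 24% in these data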;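 further: 0% = enzyme with DMSO and 100% = wells lacking PAFAH1B2; many of its hits are not listed in these tables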
Target sequence (P68402 whole entry, looked up): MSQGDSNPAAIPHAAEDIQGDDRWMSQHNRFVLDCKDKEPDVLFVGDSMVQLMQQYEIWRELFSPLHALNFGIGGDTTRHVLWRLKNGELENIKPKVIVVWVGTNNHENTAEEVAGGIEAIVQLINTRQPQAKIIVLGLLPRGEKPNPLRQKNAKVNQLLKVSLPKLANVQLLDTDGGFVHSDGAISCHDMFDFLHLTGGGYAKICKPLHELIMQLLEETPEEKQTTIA
PAFAH1B3 inh – PAFAH1B3 enzyme inhibitors, primary screen, biochemical, fluorescence polarization, human; recombinant PAFAH1B3, FP-rhodamine probe; inhibition, % at 3.39 µM; hit rate 0.28% among 340,000; Platelet-activating factor acetylhydrolase IB subunit alpha1 (Homo sapiens), Q15102;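 active means inhibition above the screen-wide average of all tested compounds plus 3 SD, cut at about 25% in these data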;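 further: 0% = enzyme with DMSO only and 100% = wells lacking PAFAH1B3 protein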
Target sequence (Q15102 whole entry, looked up): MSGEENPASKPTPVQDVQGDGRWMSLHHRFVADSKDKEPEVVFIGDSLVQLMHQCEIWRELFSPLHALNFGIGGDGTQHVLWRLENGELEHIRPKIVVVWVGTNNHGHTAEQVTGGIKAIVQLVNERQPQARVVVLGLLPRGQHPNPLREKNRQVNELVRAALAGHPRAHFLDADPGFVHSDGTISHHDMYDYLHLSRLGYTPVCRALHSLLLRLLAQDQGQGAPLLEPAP
PAD4 inh – human PAD4 inhibitors, primary screen, biochemical, fluorescence polarization, 1536-well format. Protein-arginine deiminase type-4 (Homo sapiens), Q9UM07. recombinant PAD4, RCA probe fluorescence polarization. inhibition, % at 6.36 µM. hit rate 0.41% among 330,000;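 active means percent inhibition above a cutoff equal to the mean of all tested compounds plus 3 SD, cut at about 15% in these data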;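 further: 0% = PAD4 with RCA probe and DMSO and 100% = probe without PAD4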
LYPLA2 inh – LYPLA2 inhibitors, primary screen, counter-screen for PME1 inhibitor project, biochemical, fluorescence polarization, FP-Rh probe ABPP; AID 2177, 2009; recombinant LYPLA2; Acyl-protein thioesterase 2 (Homo sapiens), O95372; inhibition, % at 5.9 µM; hit rate 0.38% among 320,000;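 active means inhibition above the screen-wide mean plus 3 SD, limit set per campaign, cut at about 26% in these data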;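 further: 0% = LYPLA2 with DMSO and 100% = wells lacking LYPLA2 enzyme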
Target sequence (O95372 whole entry, looked up): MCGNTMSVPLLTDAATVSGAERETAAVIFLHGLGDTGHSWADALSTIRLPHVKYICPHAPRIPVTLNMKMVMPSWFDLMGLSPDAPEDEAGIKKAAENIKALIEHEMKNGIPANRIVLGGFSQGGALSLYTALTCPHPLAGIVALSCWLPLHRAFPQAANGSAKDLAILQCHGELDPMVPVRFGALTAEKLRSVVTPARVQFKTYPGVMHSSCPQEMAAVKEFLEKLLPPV
GSTO1 counter – inhibitors of recombinant GSTO1, primary screen, counter-screen for RBBP9 inhibitor project, biochemical, fluorescence polarization; activity-based probe fluorescence polarization; inhibition, % at 5.96 µM; hit rate 1.1% among 300,000; AID 1974, 2009;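 active means inhibition above the campaign mean inhibition plus 3 SD, cut at about 35% in these data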;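 further: 0% = GSTO1-1 with DMSO and 100% = wells lacking GSTO1-1 enzyme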
Target sequence (P78417 whole entry, looked up): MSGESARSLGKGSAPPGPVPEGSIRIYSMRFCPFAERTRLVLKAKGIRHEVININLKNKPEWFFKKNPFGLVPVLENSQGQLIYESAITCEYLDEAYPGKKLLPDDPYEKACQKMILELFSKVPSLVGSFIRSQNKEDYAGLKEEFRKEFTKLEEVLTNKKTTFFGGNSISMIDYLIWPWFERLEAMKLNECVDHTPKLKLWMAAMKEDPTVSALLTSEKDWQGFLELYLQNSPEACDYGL
PME-1 inh – PME-1 inhibitors via competitive probe labeling, primary screen, biochemical, fluorescence polarization, FP-Rh probe, HTS. recombinant PME-1. inhibition, % at 5.9 µM. Protein phosphatase methylesterase 1 (Homo sapiens), Q9Y570. hit rate 0.53% among 320,000;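 active means inhibition above the campaign mean of all compounds plus 3 SD, cut at about 26% in these data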;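 further: competitive labeling of PME-1 active site by serine hydrolase directed probe; 0% = PME-1 with DMSO and 100% = wells lacking PME-1 enzyme; inhibitors block probe labeling so polarization falls and inhibition rises; many of its hits are not listed in these tables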
pPAFAH inh – pPAFAH enzyme inhibitors, primary screen, biochemical, fluorescence polarization, human; recombinant pPAFAH, FP-rhodamine probe fluorescence polarization; Platelet-activating factor acetylhydrolase (Homo sapiens), Q13093; inhibition, % at 3.39 µM; hit rate 1.5% among 330,000;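 active means inhibition above the mean inhibition across the screen plus 3 SD, cut at about 25% in these data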;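 further: inhibitors block binding of the rhodamine activity-based probe so polarization drops; 0% = enzyme with DMSO and 100% = wells lacking pPAFAH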
The depositor's hits bear a star; / = not tested or not shown.

SMILES	PAFAH2 FP inh	LYPLA1 inh	PAFAH1B2 FP inh	PAFAH1B3 inh	PAD4 inh	LYPLA2 inh	GSTO1 counter	PME-1 inh	pPAFAH inh
CCc1nc2ccccc2c(=O)n1/N=C/c1ccc(OC)cc1	0	-2	2	-2	1	3	-4	-6	-5
Cc1cccc(OCC(=O)N(Cc2ccc(F)cc2)C2CCS(=O)(=O)C2)c1C (stereo not given)	-1	-3	-3	8	-6	0	3	2	10
CCCCCC/C=N/Nc1nnc(Cc2ccc(OC)c(OC)c2)c(=O)[nH]1	4	-3	0	4	-5	-1	-3	-1	12
Brc1ccc(C2=Nn3c(Cn4nnc5ccccc54)nnc3SC2)cc1	/	0	/	/	-8	-1	-2	0	-4
Cc1c(/C=N/Nc2ccc(C(=O)O)cc2)c2ccccc2n1C	1	1	2	-2	-1	4	18	-7	18
CCOC(=O)C(C)Oc1ccc2c(C)cc(=O)oc2c1C(C)=O (stereo not given)	7	2	-4	1	-2	7	1	8	2
O=C(CSc1nc(-c2ccccc2Cl)ns1)NCc1ccc2c(c1)OCO2	1	1	2	8	1	8	7	3	3
COc1ccc(N2CCN(S(=O)(=O)CCNC(=O)COc3cccc(OC)c3)CC2)cc1	7	1	0	5	5	9	-4	0	11
Cc1c(NC(=O)CSc2nnc(-c3ccco3)n2-c2ccccc2)c(=O)n(-c2ccccc2)n1C	-5	5	0	0	4	6	6	1	6
NS(=O)(=O)c1ccc(NC(=O)NC2CC(=O)N(c3ccc4c(c3)OCCO4)C2)cc1 (stereo not given)	-1	2	4	12	1	2	-2	3	-1
CCOC(=O)C1NN=C(C(=O)c2ccccc2)C1c1ccccc1 (stereo not given)	1	-5	3	-8	1	-3	-1	9	3
CCOC(=O)c1c(NC(=O)C[n+]2ccc(Cc3ccccc3)cc2)sc(C)c1C	8	-2	8	4	-1	-5	17	-2	4
Cc1cccc(C2Nc3ccccc3C(=O)N2c2ccccc2)n1 (stereo not given)	1	3	-1	5	-3	-2	-3	-4	4
Cc1ccc(SCc2nn(C)c(Cl)c2C=O)cc1	-4	2	2	0	-2	3	-5	1	0
N#Cc1ccc(-c2ccc(F)cc2)nc1Oc1ccc(Cl)c(Cl)c1	1	2	4	10	0	3	-3	-7	-4
COc1ccccc1N1C(=N)S/C(=C\c2ccc(-c3ccccc3C(=O)O)o2)C1=O	8	1	6	7	-11	-1	-4	-15	18
O=C(NNC(=O)c1cc2ccccc2cc1O)c1cccs1	25	0	7	14	3	7	0	13	8
O=C(CC1Sc2ccccc2NC1=O)NCc1ccccc1 (stereo not given)	-1	-2	4	1	0	-1	8	-5	4
O=C1C(Cl)=C(NS(=O)(=O)c2ccc([N+](=O)[O-])cc2)C(=O)c2ccccc21	17	-1	22	24	-1	6	100*	6	5
O=C(Nc1nnc(-c2cc(Cl)ccc2Cl)o1)C1=COCCO1	1	5	-4	7	-2	7	0	5	4

3 entries already listed, sorted by length of the SMILES, descending.
SMILES	PAFAH2 FP inh	LYPLA1 inh	PAFAH1B2 FP inh	PAFAH1B3 inh	PAD4 inh	LYPLA2 inh	GSTO1 counter	PME-1 inh	pPAFAH inh
Cc1c(NC(=O)CSc2nnc(-c3ccco3)n2-c2ccccc2)c(=O)n(-c2ccccc2)n1C	-5	5	0	0	4	6	6	1	6
O=C(CSc1nc(-c2ccccc2Cl)ns1)NCc1ccc2c(c1)OCO2	1	1	2	8	1	8	7	3	3
O=C(Nc1nnc(-c2cc(Cl)ccc2Cl)o1)C1=COCCO1	1	5	-4	7	-2	7	0	5	4

Following part
SMILES	PAFAH2 FP inh	LYPLA1 inh	PAFAH1B2 FP inh	PAFAH1B3 inh	PAD4 inh	LYPLA2 inh	GSTO1 counter	PME-1 inh	pPAFAH inh
O=C(N/N=C/c1ccc[nH]1)c1ccccc1OCc1ccccc1Cl	7	-6	6	2	-5	-1	6	-2	17
CC(=O)NC1C(Oc2ccc(C=O)cc2)OC(COC(C)=O)C(OC(C)=O)C1OC(C)=O (stereo not given)	-5	-1	2	10	2	5	0	7	3
CSc1ccccc1C(=O)Nc1ccc(S(=O)(=O)NC2=NCCCCC2)cc1	2	1	5	-1	-1	2	/	0	0
Cc1ccc(Cn2nc(C)c(NC(=O)CCCn3nc([N+](=O)[O-])c(Cl)c3C)c2C)cc1	-11	5	-5	0	-4	11	3	9	3
CCCS(=O)(=O)N1CCC(C(=O)NCCN2CCCC2)CC1	1	1	-2	-1	4	1	1	-7	-3
CSc1n[nH]c(=O)n1C1CCCCC1	5	-3	3	-2	2	3	5	1	1
CC(C(=O)O)N1C(=O)CSC1=S (stereo not given)	-8	-1	-1	-11	-19	-4	-2	4	-4
C[C@H](CO)N1C[C@H](C)[C@@H](CN(C)Cc2ccc(C(=O)Nc3ccccc3N)cc2)Oc2c(NC(=O)C3CCCCC3)cccc2C1=O	-4	/	4	7	0	/	/	/	7
O=C(CSc1ccccn1)Nc1ccc2c(c1)OCCO2	-1	1	2	3	0	-4	4	-1	-1
Cc1ccc(C)c2[nH]c(=O)c(CCNS(=O)(=O)c3ccccc3)cc12	0	3	0	-3	-5	7	0	1	3
CCC(c1nnnn1C(C)C)N1CCN(C2CCCC2)CC1 (stereo not given)	-1	-4	4	6	0	-10	7	-2	-4
CCOC(=O)/C(=N/Nc1ccccc1OC)N1CCCc2ccccc21	0	2	-4	3	1	0	1	7	7
CN(C)c1ccc(C2(c3ccc(N(C)C)cc3)OC(=O)c3cc(N)ccc32)cc1	5	-1	0	7	8	11	7	11	17
Cc1ccccc1-n1nnnc1SCc1cc(=O)n2ccsc2n1	1	5	1	-1	-2	0	-3	1	1
CN(C(=O)c1ccccc1)c1nccnc1C#N	1	-3	1	12	0	-2	-3	-3	0
CC[N+](CC)(CC)CCOc1ccc(/C=C/c2ccccc2)cc1	-10	1	1	9	1	1	14	-3	-3
Cc1c(N)c(=O)n(-c2ccccc2)n1C	-4	1	5	10	-2	1	0	-4	-2
CC(C)n1nnnc1SCC(=O)NCCc1ccccc1	9	3	-4	-2	0	3	9	4	3
COc1ccc(C(=O)Nc2cccnc2Sc2ccc(Cl)cc2)cc1	/	0	/	/	-7	-3	6	-1	0
CSCC[C@H](NC(=O)N1CCn2c1nc1ccccc12)C(=O)NCc1ccc(F)cc1	7	-5	-2	1	1	-4	-5	9	-6
NC(=O)N1CC(O)CC1C(=O)Nc1ccc(Cl)c(Cl)c1 (stereo not given)	-2	0	4	4	0	0	3	1	1
COc1ccc(C(=O)/C=C/c2cccc(OCc3ccccc3)c2)cc1CSCC(=O)O	9	-1	5	4	-3	-6	-26	-14	7
CC(C)(C)c1ccc(NC(=O)C2=CN3CCS(=O)(=O)N=C3C=C2)cc1	7	-3	6	9	-2	-1	/	-3	-1
COc1ccc(NC(=O)c2ccc3c(c2)OCO3)cc1S(=O)(=O)N1CCOCC1	5	/	1	11	-3	/	/	/	-1
CC(CN1CCN(C)CC1)OC(=O)c1ccccc1 (stereo not given)	-6	6	1	8	2	18	9	-8	6
COc1ccc(S(=O)(=O)N(C)C)cc1NC(=O)CSc1ncccn1	-1	-3	-9	-3	2	0	-4	-2	1
CC(C)C(=O)NS(=O)(=O)c1ccc(NS(C)(=O)=O)cc1	-1	-5	3	-4	0	0	2	-3	1
COc1ccc(-c2cc(=O)oc3c(C)c(OCC(=O)NCC4CCC(C(=O)O)CC4)ccc23)cc1 (stereo not given)	-4	-2	0	9	-1	-1	-2	3	4
Cn1nnnc1SCC(=O)NNC(=O)c1ccc(Cl)cc1	-2	-1	-3	-5	-2	1	5	-4	6
CCN(CC)C(=O)N1CCN(c2c([N+](=O)[O-])c(=O)oc3ccccc23)CC1	8	-2	-2	3	2	4	/	0	3
Cc1cn[nH]c1	1	-1	6	9	-11	-1	0	-4	3
CCOc1ccc(NC(=O)C2CCN(S(=O)(=O)c3c(C)noc3C)CC2)cc1	-2	-1	-1	-1	2	4	-5	1	8
COc1ccc2c(C(=O)NCc3ccc4c(c3)OCO4)c(-c3ccc(S(C)(=O)=O)cc3)sc2c1	7	/	-1	0	1	/	/	/	3
O=C(c1ccco1)N1CCN(C(=O)c2cccc3c2C(=O)N(C2CCCCC2)C3)CC1	-4	0	2	0	10	0	6	7	2
c1ccc(Oc2nc(-c3ccccn3)nc3ccccc23)cc1	/	1	/	/	1	-4	1	-2	2
Cc1ccc(S(=O)(=O)N2CCN(c3ncnc4c3cnn4-c3ccccc3)CC2)cc1	1	1	7	-7	-1	0	-1	-2	0
COc1ccccc1Oc1nc(C)c(C(C)=O)cc1C#N	1	0	-1	3	1	0	3	0	4
Cc1ccc(S(=O)(=O)N(Cc2cc3ccccc3[nH]c2=O)c2cccc(C)c2)cc1	0	-2	-5	6	-2	-2	-1	-5	7
COc1ccc(CCNC(=O)CN(c2ccccc2)S(C)(=O)=O)cc1	-1	-3	7	6	-8	-6	7	1	-1
O=C(C1CCCCCC1)N1CC[C@@H](N2CCC(O)CC2)[C@H](O)C1	0	2	4	-2	-3	-2	5	-5	-3

In the list so far, ten contain a Cl atom:
SMILES	PAFAH2 FP inh	LYPLA1 inh	PAFAH1B2 FP inh	PAFAH1B3 inh	PAD4 inh	LYPLA2 inh	GSTO1 counter	PME-1 inh	pPAFAH inh
O=C(CSc1nc(-c2ccccc2Cl)ns1)NCc1ccc2c(c1)OCO2	1	1	2	8	1	8	7	3	3
Cc1ccc(SCc2nn(C)c(Cl)c2C=O)cc1	-4	2	2	0	-2	3	-5	1	0
N#Cc1ccc(-c2ccc(F)cc2)nc1Oc1ccc(Cl)c(Cl)c1	1	2	4	10	0	3	-3	-7	-4
O=C1C(Cl)=C(NS(=O)(=O)c2ccc([N+](=O)[O-])cc2)C(=O)c2ccccc21	17	-1	22	24	-1	6	100*	6	5
O=C(Nc1nnc(-c2cc(Cl)ccc2Cl)o1)C1=COCCO1	1	5	-4	7	-2	7	0	5	4
O=C(N/N=C/c1ccc[nH]1)c1ccccc1OCc1ccccc1Cl	7	-6	6	2	-5	-1	6	-2	17
Cc1ccc(Cn2nc(C)c(NC(=O)CCCn3nc([N+](=O)[O-])c(Cl)c3C)c2C)cc1	-11	5	-5	0	-4	11	3	9	3
COc1ccc(C(=O)Nc2cccnc2Sc2ccc(Cl)cc2)cc1	/	0	/	/	-7	-3	6	-1	0
NC(=O)N1CC(O)CC1C(=O)Nc1ccc(Cl)c(Cl)c1 (stereo not given)	-2	0	4	4	0	0	3	1	1
Cn1nnnc1SCC(=O)NNC(=O)c1ccc(Cl)cc1	-2	-1	-3	-5	-2	1	5	-4	6

High-throughput results (PubChem)

A portion of the library. The share of hits here may be higher or lower than overall.
